Compound activity as filed in PubChem.
PostGolgi yeast = growth inhibition of a yeast mutant, post-Golgi transport screen. post-Golgi transport phenotypic cell assay. inhibition, % at 10 µM. 98,000 tested, 0.9% active;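 note: yeast cells grown in 1536-well plates; yeast grown about 18 h at 30C before absorbance read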
S1P2 ag = activates the human S1P2 receptor | O95136 | S1P2-expressing cell line, agonist reporter read-out | activation, % at 4.5 µM | 97,000 tested, 0.46% active; in the data active = activation above about 16%;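 note: 0% = vehicle low control and 100% = maximal reference agonist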
Target sequence (O95136 whole entry, looked up): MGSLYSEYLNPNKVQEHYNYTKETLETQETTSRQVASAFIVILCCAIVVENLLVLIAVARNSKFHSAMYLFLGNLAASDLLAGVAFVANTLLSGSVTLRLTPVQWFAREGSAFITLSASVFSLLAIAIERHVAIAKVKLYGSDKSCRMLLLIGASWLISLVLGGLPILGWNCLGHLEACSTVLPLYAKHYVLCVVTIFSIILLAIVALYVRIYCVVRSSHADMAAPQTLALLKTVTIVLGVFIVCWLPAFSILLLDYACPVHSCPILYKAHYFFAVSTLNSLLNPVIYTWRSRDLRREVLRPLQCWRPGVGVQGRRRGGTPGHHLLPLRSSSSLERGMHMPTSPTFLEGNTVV
HUVEC inhibit = human endothelial cell proliferation inhibition. viability, % at 10 µM (by protocol). AID 648. 86,000 tested, 1.1% active. HUVEC proliferation, CellTiter-Glo luminescence, 72 h; active compounds read low;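 active = viability at or below 30%; inactive = viability above 30%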;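 note: 100% = median luminescence of DMSO-only cell control wells on each plate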
Lung fibro prol = blocks proliferation of human lung fibroblasts | LL 47 human lung fibroblast viability, ATP luminescence; active compounds read low | viability, % at 10 µM | 85,000 tested, 1.1% active | AID 719;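 active = viability at or below 50% in the single dose screen; inactive = viability above 50%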;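 note: compound exposure lasted 72 h before the ATP readout; 100% = median luminescence of untreated cell-only wells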
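Material: human LL 47 lung fibroblast cells; quantity: 1,150 cells/well; medium: IMEM plus 15% FBS; doses: 0.1% DMSO in all compound wells; timing: overnight attachment after seeding, then 72 h compound exposure at 37 °C; detection: CellTiter-Glo luminescence; measure: % viability of median cell-only signal; controls: cell-only wells, no compound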
Ecoli WT expand = blocks growth of wild type E. coli BW25113 | 98,000 tested, 0.15% active | OD600 absorbance | growth inhibition, % at 100 µM | AID 710;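 active = growth inhibition above about 50% at one test dose, limit read from the data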;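 note: growth measured after 20 h incubation at 37 °C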
S1P2 antag = blocks the human S1P2 receptor; inhibition, % at 5 µM; 97,000 tested, 0.21% active; cell-based S1P2 antagonist assay, inhibition at 5 uM; in the data active = inhibition above about 45%;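 note: CRE beta-lactamase reporter cells expressing human S1P2 stimulated with S1P; 0% = agonist at EC80 alone and 100% = agonist plus reference antagonist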
PostGolgi ctrl = growth of the yeast control strain, post-Golgi counter-screen | inhibition, % at 10 µM | efflux-deficient yeast background strain, growth absorbance A615, 16 h | AID 738 | 98,000 tested, 5% active
DAT uptake mod = human DAT dopamine uptake with cocaine, either direction. Q01959. LLC-PK1 hDAT cells, [14C]-dopamine uptake with cocaine IC80; actives deviate in either direction. B-score at 10 µM. 110,000 tested, 1.3% active;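 active = Z score or B-score, a plate-position-corrected score, falls beyond the plate's 99.7% confidence bounds, in either direction; inactive = both scores lie inside the 99.7% bounds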;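 note: scored against the spread of the other compound wells on the same plate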
Target sequence (Q01959 whole entry, looked up): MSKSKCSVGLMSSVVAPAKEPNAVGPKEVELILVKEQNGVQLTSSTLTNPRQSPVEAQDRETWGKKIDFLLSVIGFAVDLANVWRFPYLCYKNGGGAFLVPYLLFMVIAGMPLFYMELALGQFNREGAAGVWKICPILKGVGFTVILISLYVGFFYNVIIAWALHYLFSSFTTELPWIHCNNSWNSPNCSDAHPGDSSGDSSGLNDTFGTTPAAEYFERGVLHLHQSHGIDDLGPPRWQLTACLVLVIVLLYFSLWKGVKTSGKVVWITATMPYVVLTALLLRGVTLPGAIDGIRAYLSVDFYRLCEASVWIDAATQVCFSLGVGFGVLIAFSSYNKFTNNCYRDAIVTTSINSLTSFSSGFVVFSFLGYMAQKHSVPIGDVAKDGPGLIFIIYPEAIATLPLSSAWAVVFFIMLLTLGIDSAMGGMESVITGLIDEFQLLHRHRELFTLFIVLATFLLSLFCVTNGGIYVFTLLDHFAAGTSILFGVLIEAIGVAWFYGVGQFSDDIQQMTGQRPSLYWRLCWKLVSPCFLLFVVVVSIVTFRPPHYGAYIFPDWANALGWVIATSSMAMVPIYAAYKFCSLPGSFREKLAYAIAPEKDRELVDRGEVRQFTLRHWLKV
H69AR inhibit = blocks growth of human H69AR lung tumor cells. viability, % at 10 µM. 85,000 tested, 6% active. H69AR lung tumor viability, ATP luminescence, 72 h; active compounds read low;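 active = viability at or below 40%; inactive = viability above 40%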;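 note: multidrug resistant small cell line overexpressing MRP-1 efflux transporter; 100% = mean luminescence of untreated control wells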
Active calls of the source: *; x = no result given. Cut-off read from the data, not from the text of the source, unless noted: active = inhibition above about 30%; inactive = the rest.

SMILES	PostGolgi yeast	S1P2 ag	HUVEC inhibit	Lung fibro prol	Ecoli WT expand	S1P2 antag	PostGolgi ctrl	DAT uptake mod	H69AR inhibit
CC/C(=C1/C(=O)CC(C)(C)C(C(=O)OC)C1=O)N1CCCC1 (configuration not stated)	-1	x	100	107	7	x	12	0.23	93
CC1CN(S(=O)(=O)c2cccc(-c3cn4ccccc4n3)c2)CC(C)O1 (configuration not stated)	6	-1	112	112	6	5	5	0.0085	76
O=C(CN1CCOCCOCCOCC1)Nc1ccccc1	-4	-2	x	x	2	19	1	-0.15	x
CCCn1nnc(NC(=O)c2ccc(F)cc2)n1	0	-1	100	100	6	-12	6	-0.011	91
COc1ccc(C2CC(=O)C(C=NCCCN3CCOCC3)=C(O)C2)cc1 (configuration not stated)	-4	-6	x	x	1	-2	39*	0.66	x
COc1ccc(N=C(C)C2=C(O)COC2=O)cc1	1	-5	98	97	2	24	8	0.018	80
CCn1ncc(/C=C/C(=O)Nc2c(C)nn(Cc3ccc(Cl)cc3Cl)c2C)c1C	-4	-4	x	x	4	7	1	0.71	x
COC(=O)CCC(=O)Nc1ccc(Cl)c(Cl)c1	-5	-3	102	98	8	-11	-12	-0.018	92
CCC1=C(OC(=O)c2ccccc2)C(C)(C)C(c2ccccc2)OC1=O (configuration not stated)	-7	-5	95	103	-11	-29	13	0.21	106
Cc1nnc(-c2cccc(Br)c2)c2cn(-c3ccccc3)nc12	94*	-2	x	x	-6	-24	21	0.46	x
Cc1nc(SCC(=O)c2ccc(Cl)s2)c2oc3ccccc3c2n1	3	-6	x	x	-6	12	9	-0.34	x
COc1ccc(-c2csc(C3=C(O)CN(Cc4ccc(Cl)cc4)C3=N)n2)cc1OC	-4	1	x	x	-4	-34	-4	1.1	x
CCOC(=O)NC1(NC2CCCCC2)Oc2ccccc2O1	2	-15	89	x	38	11	12	0.21	21*
Cc1ccc(Cl)cc1NC(=O)CC(O)(C(F)(F)F)C(F)(F)F	9	-7	48	59	31	-11	28	-2.4	4.5*
CCc1cc(=O)oc2cc(C)cc(OC(=O)c3ccco3)c12	2	-3	105	90	7	4	11	0.7	68
Cn1c(C(=O)O)c(CC(=O)Nc2ccc3c(c2)OCCO3)c2ccccc21	9	-3	99	114	-3	3	-7	0.1	82
C=CCn1c(-c2ccc(OC)cc2)csc1=Nc1c(C)n(C)n(-c2ccccc2)c1=O	-7	0	107	105	6	7	5	-0.19	97
COc1ccccc1C(=O)N/C(=C/c1ccc(Br)cc1)C(=O)NCCO	-4	-5	x	x	1	14	-2	0.4	x
COC(=O)COc1ccc(S(=O)(=O)NCCC2=CCCCC2)cc1C	6	x	43	97	-4	x	6	0.099	102
Cc1cccc2cc(CN(CC3CCCO3)C(=O)c3ccco3)c(=O)[nH]c12 (configuration not stated)	5	-5	85	99	-2	-19	0	-0.18	85
COc1ccc(CNC(=O)C2CCCN2C(=O)NC2CCCCC2)cc1 (configuration not stated)	-1	-7	111	104	-1	11	13	0.22	96
O=[N+]([O-])c1ccc(O)c(NC(=S)Nc2ccccc2)c1	7	-2	93	98	-4	-6	4	2.5	78
CC(C)(Oc1ccc(CCNC(=O)c2ccc(Cl)cc2)cc1)C(=O)O	x	x	99	98	x	x	x	0.35	99
Cc1nc2ccc(NC(=O)N3CCOCC3)cc2s1	15	-1	101	101	3	-11	1	-0.47	94

Ordered by value in S1P2 ag (smallest number first): five from the list above
mol | S1P2 ag | S1P2 antag | DAT uptake mod
CCOC(=O)NC1(NC2CCCCC2)Oc2ccccc2O1 | -15 | 11 | 0.21
COc1ccc(CNC(=O)C2CCCN2C(=O)NC2CCCCC2)cc1 (configuration not stated) | -7 | 11 | 0.22
COc1ccccc1C(=O)N/C(=C/c1ccc(Br)cc1)C(=O)NCCO | -5 | 14 | 0.4
Cn1c(C(=O)O)c(CC(=O)Nc2ccc3c(c2)OCCO3)c2ccccc21 | -3 | 3 | 0.1
C=CCn1c(-c2ccc(OC)cc2)csc1=Nc1c(C)n(C)n(-c2ccccc2)c1=O | 0 | 7 | -0.19

More records:
SMILES	PostGolgi yeast	S1P2 ag	HUVEC inhibit	Lung fibro prol	Ecoli WT expand	S1P2 antag	PostGolgi ctrl	DAT uptake mod	H69AR inhibit
COC(=O)C(C)N(C#N)c1nc(C)nc(C)n1 (configuration not stated)	-3	1	95	95	-4	10	-2	-1.2	99
O=c1[nH]nc2n1CCCCC2	-5	-4	96	106	-1	10	3	0.51	99
CCOCCCNC(=O)c1cn(CC(C)C)c(=O)c2cc(OC)c(OC)cc12	-2	x	84	99	-2	x	5	x	80
COC(=O)c1cccc(S(=O)(=O)N2CCC(NC(=O)Nc3cccc(F)c3)CC2)c1	20	-4	73	93	-8	-5	-11	-0.43	75
CCCC(=O)Nc1cc(-c2nnc(OC)c3ccccc23)ccc1N1CCOCC1	x	-5	95	99	x	-32	x	0.0035	70
Cc1ccc(S(=O)(=O)NCC(=O)NC2CCCC2)cc1	-5	-5	85	100	14	6	2	-0.81	94
CCOc1ccc(-c2noc(CCC(N)=O)n2)cc1OCC	-2	x	100	106	4	x	-7	2.1	101
CCOC(=O)Cc1csc(NC(=O)Cc2cccs2)n1	16	-6	98	98	6	-2	5	-0.16	101
Cc1noc(NS(=O)(=O)c2ccc(N/C=C\C(=O)c3ccc4c(c3)OCO4)cc2)c1C	-7	-5	89	105	25	13	38*	0.17	96
O=C(N/N=C\c1ccc(-c2ccc(Cl)c(Cl)c2)o1)C(=O)N1CCCC1	-3	-6	x	x	-9	30	-8	-0.021	x
Cc1cc(NC(NC(=O)c2ccco2)(C(F)(F)F)C(F)(F)F)no1	0	-6	102	94	3	-14	14	0.097	97
Cc1nc(C)n(CC(O)COc2ccc3c(c2)CCC3)n1 (configuration not stated)	4	-5	97	102	3	3	9	0.043	102
COc1ccc(OC)c2[nH]c(=O)c(CCNC(=O)CC(C)C)cc12	7	-9	87	91	3	8	18	-0.94	92
COc1cc(-c2nnc(SCc3ccccc3Cl)o2)cc(OC)c1OC	1	0	100	98	-1	8	15	x	80
COc1ccc(CNC(=O)C2CCCN(c3nc4ccccc4o3)C2)c(OC)c1 (configuration not stated)	4	-5	83	x	-10	9	4	1.8	90
O=C1NC(c2ccccc2)C(C(=O)c2cccs2)C(O)(C(F)(F)F)N1 (configuration not stated)	3	-3	104	101	-1	10	4	1.1	106
COc1cccc(C(=O)N2CCN(Cc3cccc(F)c3)CC2)c1	-24	-4	108	103	-2	8	-8	0.19	101
CCOC(=O)CN(C)Cc1c[nH]c2ccccc12	0	x	104	102	-1	x	-4	x	96
CCCOc1nc2c(c(=O)n(C)c(=O)n2C)n1Cc1cccc2ccccc12	4	-11	83	95	-6	13	37*	1.4	97
O=C(NC1CCCc2ccccc21)C1CCN(c2c3c(nc4ncnn24)CCC3)CC1 (configuration not stated)	-7	-3	x	x	-1	12	10	-0.06	x
O=C(Nc1ccc(S(=O)(=O)N2CCCCCC2)cc1)c1ccco1	1	-4	87	92	-4	-6	9	0.18	85
COc1cc(OC)c(C2CC(=O)N3CN(C)CSC3=C2C#N)cc1OC (configuration not stated)	-18	-7	88	98	-4	13	3	-0.74	92
CCOC(=O)CC(=O)Nc1nnc(CC(C)C)s1	11	x	75	103	4	x	-4	1	100
O=C(Nc1ccc(N2CCOCC2)cc1)c1ccc(Cl)nc1	3	-7	101	107	-10	16	-4	x	89
O/N=C/CCn1c(=S)sc2ccccc21	17	-4	96	x	12	8	10	-0.014	83
C=C(C)CSc1ncc(-c2cccc(C(F)(F)F)c2)cn1	2	-5	x	x	-3	15	17	-0.69	x
O=C(CSc1nnc(-c2ccco2)n1CC1CCCO1)NC1CCCC1 (configuration not stated)	-2	-5	98	106	-5	-10	6	-0.14	93
CCOc1cc(C(C#N)N2CCOCC2)ccc1OC (configuration not stated)	-1	-5	95	101	-1	12	0	-0.19	95
CCOC(=O)c1cnn(-c2ncnc3c2cnn3Cc2ccccc2)c1N	x	-4	20*	92	x	4	x	-0.026	26*
Cc1c(N=C2Nc3cccc4cccc2c34)c(=O)n(-c2ccccc2)n1C	9	x	110	92	-4	x	9	0.4	91
Cc1cccc(OCCn2c(-c3ccco3)nc3ccccc32)c1	12	-1	97	100	-10	-13	30*	0.064	90
CCN1CCN(Cc2ccc(NC(=O)Nc3ccccc3OC)cc2)CC1	-11	x	97	94	9	x	9	0.023	101
O=S(=O)(c1cccc(-c2cn3cc(Cl)ccc3n2)c1)N1CCOCC1	3	x	96	101	0	x	5	-0.0029	65
O=C(NC1=NCCS1)c1nc(-c2ccccc2)n(-c2ccccc2)n1	-1	-8	x	x	2	2	6	-0.24	x
CCN(CC)C(=O)Cn1c(=O)n(-c2ccccc2)c(=O)n1CC(=O)N(CC)CC	8	-1	101	98	5	-10	14	-9.6*	91
O=C(NC1CCCCC1)c1ccc(COCC(F)(F)F)o1	-2	-7	101	99	-6	13	-1	-0.24	98
O=C(CN(C1CCCCC1)S(=O)(=O)c1ccccc1)NCc1ccco1	x	-5	93	97	x	-13	x	0.31	94
CC(=O)C1=C(C)Nc2ncnn2C1c1ccccc1OCc1ccccc1 (configuration not stated)	-1	-3	94	99	-1	0	0	0.0038	73
COc1ccc(CCC(=O)NC2=NCCS2)cc1OC	x	x	102	97	x	x	x	-0.67	72
COc1ccc2c(c1)CCCN2C(N)=O	-6	-2	100	97	7	-19	-4	0.22	99
COc1ccc(C)cc1NC(=O)CCCN1C(=O)CCC1=O	-5	-5	103	94	3	2	17	-0.29	92
COc1ccccc1S(=O)(=O)Cc1ccc(C(=O)NCCN2CCCCCC2)o1	3	x	105	96	-8	x	12	-0.77	99
c1ccc(-n2cnnc2SCc2cn3ccsc3n2)cc1	-1	-6	94	x	3	20	12	-0.087	86
O=C(NCc1ccc(F)cc1)c1cc(S(=O)(=O)N2CCOCC2)ccc1F	1	-5	96	100	7	10	5	0.018	88
O=C(Nc1cccn2ncnc12)C(Cl)Cl	-3	-8	101	107	5	16	8	-0.19	102
CCOc1ccccc1-c1nc(-c2ccc(NC(=O)Cc3ccc(OC)cc3)cc2)no1	-6	-7	20*	65	-7	10	2	-0.092	11*
CCCc1cc(-c2n[nH]c(C)c2-c2ccc(C(=O)OCC)o2)c(O)cc1O	-19	-6	67	73	17	-14	5	-0.24	48
Cc1ccc2[nH]c(=O)c(CN(CCN3CCOCC3)C(=O)Nc3ccccc3F)cc2c1	0	-2	96	91	-5	-4	46*	2.6	72
CS(=O)(=O)N1CCC(C(=O)NCCC2=CCCCC2)CC1	0	-4	101	100	6	-8	13	-0.19	96
CN(C)Cc1c(C#N)c2ccccc2n1C	6	-7	79	93	13	3	-2	-0.28	88
CC(C)(C)NC(=O)CN(Cc1cccs1)C(=O)C1COc2ccccc2O1 (configuration not stated)	-9	-2	x	x	9	6	0	-0.87	x
Cn1c(=O)c2c(nc(CN3CCN(C(=O)c4ccco4)CC3)n2Cc2cccc(Cl)c2)n(C)c1=O	2	-6	97	96	5	9	-4	0.17	61
COc1ccc(Cl)cc1NC(=S)NCc1ccco1	-17	-12	96	93	4	5	10	0.047	95
CC(=O)Nc1c(OC(C)=O)ccc2c(C)cc(=O)oc12	7	-4	91	104	-1	16	3	-0.37	88
Cc1nc2scc(-c3cccs3)c2c(=O)n1CC(=O)O	2	-3	x	x	-6	-2	-9	-0.00048	x
CN(C)c1ccc(/C=c2\sc3n(c2=O)CCCN=3)cc1	16	0	107	99	2	-6	24	-0.62	82
O=C(NCc1ccco1)c1ccccc1Nc1ccc(F)cc1	-5	-2	82	84	2	-2	32*	0.24	66
COc1ccc(CN2CCCCC2C)cc1OC (configuration not stated)	-5	-5	110	103	-2	1	-1	0.083	105
